High-throughput results from PubChem.
STEP inh: inhibitors of human striatal-enriched phosphatase STEP; P54829; recombinant STEP, OMFP fluorogenic substrate, fluorescence; inhibition, % at 20 µM; 360,000 tested, 0.25% active; AID 588621;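 active = inhibition at 20 µM, scaled per plate between control wells, above about 37%, limit read from the data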;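 also: 0% = DMSO with enzyme and substrate and 100% = substrate only without enzyme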
Target sequence (P54829 whole entry, looked up): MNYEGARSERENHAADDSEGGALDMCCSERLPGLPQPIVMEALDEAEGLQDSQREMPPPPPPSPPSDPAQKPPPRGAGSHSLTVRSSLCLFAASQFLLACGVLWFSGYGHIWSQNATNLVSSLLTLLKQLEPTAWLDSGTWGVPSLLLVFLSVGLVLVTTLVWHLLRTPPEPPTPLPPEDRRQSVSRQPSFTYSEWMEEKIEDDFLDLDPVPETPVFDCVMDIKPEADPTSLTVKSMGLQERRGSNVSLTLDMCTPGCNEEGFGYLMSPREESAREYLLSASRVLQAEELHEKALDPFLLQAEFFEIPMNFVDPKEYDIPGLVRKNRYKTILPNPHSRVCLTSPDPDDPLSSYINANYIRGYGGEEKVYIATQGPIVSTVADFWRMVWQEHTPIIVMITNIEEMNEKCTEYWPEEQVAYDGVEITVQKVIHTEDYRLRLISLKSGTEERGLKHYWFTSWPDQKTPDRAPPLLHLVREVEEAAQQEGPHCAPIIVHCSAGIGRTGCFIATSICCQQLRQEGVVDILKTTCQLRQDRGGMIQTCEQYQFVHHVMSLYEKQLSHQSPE
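System: STEP (striatal-enriched tyrosine phosphatase) enzyme, cell-free; medium: Bis-Tris pH 6.0 buffer with DTT, detergent; dosing: 20 µM, 1% DMSO; times: reaction 20 min, ambient temperature; detection: fluorescence, 480/540 nm; read-out basis: normalized % inhibition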
Tb MetRS inh: blocks T. brucei methionyl-tRNA synthetase activity | purified T. brucei MetRS, ATP depletion, Kinase-Glo luminescence | 360,000 tested, 0.4% active | inhibition, % at 11.9 µM;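 active = inhibition above a per-plate cutoff of the control wells' mean inhibition plus 3 SD, cut at about 5.5% in these data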;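 also: 0% = DMSO wells median and 100% = median of wells with control inhibitor compound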
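Test system: purified T. brucei MetRS enzyme. Also added: ATP, methionine and E. coli bulk tRNA substrates. Compound: 11.9 µM single point. Schedule: 15 min enzyme-compound preincubation, 2 h reaction, 10 min detection, 25 °C. Signal: luciferase luminescence of residual ATP, Kinase-Glo. Evaluation: percent inhibition versus plate control medians. Controls: DMSO wells, low control.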
DNMT1 inh: DNMT1 (human) enzyme inhibition | P26358 | DNMT1 molecular beacon, Hinp1I cleavage, fluorescence | inhibition (reported as % activation of signal), % at 10 µM | 360,000 tested, 0.83% active | AID 588458; in the data active = inhibition above about 50%
Scp-1 inhibitor: blocks human Scp-1 phosphatase activity. Q9GZU7. Recombinant Scp1, phosphopeptide, malachite green phosphate absorbance. inhibition, % at 20 µM. 340,000 tested, 0.88% active. AID 493091;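 active = inhibition above about 50% at 20 µM, limit read from the data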;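 also: plate controls were DMSO wells with enzyme for no effect and wells lacking enzyme for full effect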
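assay system = SCP-1 phosphatase catalytic domain, residues 76-261 | buffer or medium = 50 mM Tris acetate pH 5.5, 0.005% Tween-20, 10 mM MgCl2 | incubation = enzyme reaction 45 min at room temperature, colour 5 min, stabilisation 30 min | signal = Phosphate-binding colour reagent, absorbance read at 630 nm | measure = % inhibition at 20 µM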
Neddylation inh: blocks human cullin neddylation; TR-FRET cullin neddylation, biochemical; calls only at 25 µM; P61081+Q13564; 360,000 tested, 0.58% active; in the data active = inhibition above about 36%
NRP1-CendR mod: NRP-1/CendR interaction modulation; O14786; FAM-RPARPAR peptide binding to NRP-1, fluorescence polarization; inhibition, % at 25 µM; 360,000 tested, 0.85% active;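 active = inhibition or corrected inhibition above about 18%, plus a signal ratio from 0.5 to 1.5, limit read from the data, passing the limit was not always enough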; also: strong numbers were not always called active
NadD inh: NadD (S. aureus) enzyme inhibition. purified NadD enzyme, colorimetric absorbance read-out. 360,000 tested, 0.78% active. inhibition, % at 20 µM. AID 602399; in the data active = inhibition above about 26%; also: some compounds past the cut are filed as inactive
LMPTP inh: LMPTP (human) inhibition. P24666. recombinant LMPTP-A, OMFP fluorogenic substrate, fluorescence intensity. inhibition, % at 20 µM. 360,000 tested, 0.22% active;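 active = compounds that cut the enzyme signal by at least half of the control window in the single-dose screen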;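 also: plate controls were DMSO wells with enzyme plus substrate for no effect and substrate without enzyme for full effect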
Target sequence (P24666 whole entry, looked up): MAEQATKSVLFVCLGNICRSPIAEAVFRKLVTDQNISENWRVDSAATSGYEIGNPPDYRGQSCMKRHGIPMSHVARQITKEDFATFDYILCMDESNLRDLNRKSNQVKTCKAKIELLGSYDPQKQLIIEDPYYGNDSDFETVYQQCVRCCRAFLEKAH
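material = LMPTP-A | quantity = 0.625 nM enzyme | reagent = OMFP substrate, 400 µM final | buffer or medium = Bis-Tris pH 6.0, DTT, detergent | detection = endpoint fluorescence intensity from OMFP dephosphorylation | dosing = single 20 µM dose | read-out basis = % inhibition relative to no-enzyme and uninhibited control wells | control set = no-enzyme and uninhibited controls | timing = 50 min at room temperature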
SUMO1-SIM PPI: modulators of human SUMO1-mediated protein-protein interactions; P63165; SUMO1 binding to a labelled peptide, TR-FRET, 1 h; inhibition, % at 20 µM; 360,000 tested, 0.33% active; in the data active = inhibition above about 37%
Target sequence (P63165 whole entry, looked up): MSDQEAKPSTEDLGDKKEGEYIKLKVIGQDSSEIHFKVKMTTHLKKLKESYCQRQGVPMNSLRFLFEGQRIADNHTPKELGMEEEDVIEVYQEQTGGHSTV
SKN-1 block: blocks SKN-1 activity in C. elegans | C. elegans VP596 Pgst-4::GFP/RFP ratio, acrylamide-induced, 24 h | inhibition, % at 21.8 µM | 360,000 tested, 0.49% active | AID 624304;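 active = interference check ratio from 0.5 to 1.5 plus GFP to RFP signal ratio inhibition reaching or exceeding a fixed threshold, cut at about 30% in these data, passing the limit was not always enough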; also: some compounds called inactive have numbers as strong as hits
Numbers without * were called inactive; i = inactive; x = not tested or not shown; + = active, no number; & = joins results of further samples. An unsorted share of the library. About 4.6% of those tested had a hit in this group.

SMILES | STEP inh | Tb MetRS inh | DNMT1 inh | Scp-1 inhibitor | Neddylation inh | NRP1-CendR mod | NadD inh | LMPTP inh | SUMO1-SIM PPI | SKN-1 block
O=C(COC(=O)C1CCC(N2C(=O)C3C4CCC(C4)C3C2=O)CC1)c1ccc(F)cc1 (centres undefined) | -3 | 0.1 | -1 | -10 | i | 16 | -9 | 0.7 | 3 | 7
CC(OC(=O)Cn1[nH]c(=O)c2ccccc2c1=O)C(=O)Nc1ccc(F)cc1 (centres undefined) | -3 | -0.4 | 1 | -6 | i | -5 | -4 | -0.2 | 3 | 12
COc1cc(OC)cc(C(=O)Nc2ccc(S(=O)(=O)N3CCOCC3)cc2)c1 | 1 | 1.2 | -6 | -11 | i | 2 | -8 | 1.5 | 5 | -8
CC1(C)CCCC2(C)C1CCC1(C)OC(=O)CCC12 (centres undefined) | -2 | -0.3 | -1 | x | i | -4 | -1 | -0.4 | 10 | 5
N#CC1=C(N)C(C#N)(C#N)C(c2cccnc2)C2CC(c3ccccc3)CC=C12 (centres undefined) | -5 | -0.9 | -13 | -5 | i | 7 | 7 | 0.5 | -8 | -7
CC(C)NC(=O)C(=O)NNC(=O)CCc1ccccc1 | 2 | -0.5 | -2 | -1 | i | 4 | -1 | -1.3 | 3 | 6
CCOC(=O)C1(C)CCCCCN1C(=O)c1ccc(OC)cc1 (centres undefined) | -1 | -0.3 | -2 | x | i | 15 | 3 | -1.7 | 5 | -3
CCOC(=O)C1=C(C)Nc2ncnn2C1c1ccc(N(C)C)cc1 (centres undefined) | -1&2 | 0.0&0.1 | 2&-5 | -12&-5 | i | 18&0 | 1&1 | -1.0&-1.0 | 7&-2 | -23&5
O=[N+]([O-])c1cccc(S(=O)(=O)N2CCN(S(=O)(=O)N3CCCCCC3)CC2)c1 | 6 | 0.0 | 26 | -8 | i | 18 | -1 | 11 | 13 | -17
O=C(Nc1ccc(OCC(=O)N2CCOCC2)cc1)c1ccccc1F | -4 | 0.3 | 12 | -3 | i | 7 | 0 | -2.8 | 4 | 6
COc1ccc2cc(C[C@@H]3CC[C@@H](CNC(N)=O)O3)ccc2c1 | 1 | 0.4 | 4 | -4 | i | 3 | -1 | -0.6 | -3 | -1
CN1CCN(C(=O)c2c(O)c3cccc4c3n(c2=O)CCC4)CC1 | 0 | -0.5 | 0 | -5 | i | 4 | 3 | -6.8 | 2 | 16
COc1ccc(C(=O)N2CCc3ccccc32)cc1S(=O)(=O)N1CCOCC1 | 4 | -0.2 | -3 | -2 | i | -3 | -1 | -0.4 | -1 | -8
COc1ccccc1NC(=O)COC(=O)[C@@H]1CCCN1C(=O)c1cccs1 | 1 | -0.1 | 1 | -12 | i | -1 | 0 | -2.4 | -2 | 20
O=S(=O)(NCc1ccc2c(c1)OCO2)c1cccc2nsnc12 | 1 | 0.0 | 1 | 9 | i | 8 | -3 | -1.0 | -32 | 6
Cc1cccc2cc(C#N)c(NCCNC(=O)COc3ccccc3)nc12 | -1 | -0.8 | 2 | 7 | i | -1 | -4 | 1.7 | 0 | -4
CCOC(=O)c1ccc(Oc2coc3cc(O)ccc3c2=O)cc1 | 0 | -0.6 | 0 | -6 | x | 4 | -3 | 0.2 | 4 | -12
O=C(CSc1nnc(-c2ccco2)o1)N1CCN(c2ccccc2)CC1 | 0 | -1.4 | 2 | -6 | i | -1 | 3 | 2.0 | -3 | -11
COc1ccc(/C=N/NC(=O)c2ccccc2[N+](=O)[O-])cc1CN1CCc2cc(OC)c(OC)cc2C1C (centres undefined) | -1 | -0.9 | -8 | -6 | i | -4 | 7 | 18 | -11 | -5
COc1ccc(-c2nc(CN3CCCCC3c3cccnc3)c(C)o2)c(F)c1 (centres undefined) | -2 | -1.0 | -4 | 1 | i | -8 | 2 | 1.7 | -2 | -3
Cc1ccnc(NC(c2ccccn2)c2c(C)[nH]c3ccccc23)c1 (centres undefined) | -1 | -0.3 | -8 | 13 | i | 7 | 0 | 0.6 | 1 | 6
CC1CN(C(=O)C(c2ccccc2)c2ccccc2)CC(C)O1 (centres undefined) | 1 | -0.2 | 2 | -9 | i | 11 | 0 | -1.2 | -7 | 12
C=CCSc1nc2sc(C)c(C)c2c(=O)n1N | 1 | 0.0 | 24 | 11 | i | -2 | 0 | -0.5 | -4 | 11
CCOC(=O)c1cccc(Nc2nc(C)cc(C)n2)c1 | 4 | -0.5 | -6 | 2 | i | -1 | 3 | 0.5 | -2 | -6
O=C(OCc1nnc(-c2ccccc2)o1)c1ccc(CO)cc1 | -1 | -1.3 | 0 | 6 | i | -8 | 2 | -0.5 | 1 | -2
Cc1nc2sc(-c3ccccc3)cc2c(=O)n1/N=C/N(C)C | 0 | 0.1 | -2 | -1 | i | -3 | -1 | 0.0 | -12 | 15
Cc1ccc(C(=O)Nc2sc3c(c2C(=O)O)CCC(C)C3)o1 (centres undefined) | -3 | -0.4 | 2 | -13 | + | 7 | -7 | 0.7 | 1 | 1
Fc1ccc(/C=N/Nc2ncnc3nc[nH]c23)cc1F | 2 | 0.0 | 0 | -13 | i | 0 | 4 | -2.1 | -12 | -13
COc1cccc(OC)c1C(=O)N1CCN=C1SCc1cccnc1 | 1 | 0.3 | -3 | -2 | i | -9 | 5 | -0.7 | 1 | -11
COc1ccc(S(=O)(=O)N2CCOC2CNC(=O)C(=O)NCCc2ccc(OC)c(OC)c2)cc1C (centres undefined) | 2 | -0.1 | -12 | -9 | i | 4 | 1 | 0.9 | 5 | 0
CCCCNC(=S)N1CCN(c2ccccc2Cl)CC1 | 4 | 0.0 | 2 | -11 | i | 12 | -5 | -0.5 | 4 | -8
CC(=O)c1ccc(N2CCN(C(=O)CCNC(=O)Cn3ccc4ccccc4c3=O)CC2)cc1 | -2 | -0.6 | 1 | -4 | i | 5 | 3 | 0.0 | -4 | -6
CCOC(=O)[C@]12CCCC=C1N(Cc1ccco1)C(=O)[C@H](CC(=O)N1CCN(C(=O)C3CC3)CC1)C2 | x | -0.6 | x | x | i | -8 | -1 | -0.3 | 1 | 0
COC(=O)c1ccc(NC(=O)C2CCCN(S(=O)(=O)c3cnc[nH]3)C2)cc1 (centres undefined) | 9 | 0.3 | 0 | 0 | i | -10 | -3 | -0.3 | 3 | 4
CC(=O)N/C(=C\c1ccccc1)C(=O)Nc1ccccc1C | 3 | -0.6 | -1 | -3 | i | 5 | -3 | -0.4 | -2 | -3
CCOC(=O)C1=C(C)N=C2SC=C(C)N2C1c1ccc(OC)cc1 (centres undefined) | 1 | -0.5 | 1 | -10 | i | -1 | 0 | 0.9 | -4 | 6
O=C(c1cc([N+](=O)[O-])cc([N+](=O)[O-])c1)N1CCN(Cc2ccc3c(c2)OCO3)CC1 | 3 | -0.1 | -3 | -1 | i | 2 | -5 | -0.3 | -28 | 13
NCc1csc(NC(=O)Nc2cccc(Cl)c2)n1 | 1 | -0.3 | -14 | x | i | 17 | 5 | -1.6 | -8 | 0
O=[N+]([O-])c1cccc(-c2csc(N/N=C/c3cccc(O)c3)n2)c1 | 6 | -0.7 | 36 | 72* | i | 5 | 28 | 5.4 | -8 | 5
N#CCCN1CCN(S(=O)(=O)c2ccc(S(=O)(=O)NC3CC3)cc2)CC1 | -2 | -0.1 | 1 | 2 | i | 3 | 4 | -1.9 | -4 | 16
Cc1onc(-c2ccccc2)c1C(=O)N1CCN(c2ccc([N+](=O)[O-])cc2)CC1 | 1 | -0.3 | 0 | -7 | i | 0 | -4 | -0.7 | -29 | -6
COc1ccccc1CNC(=O)CSc1nnc2ccc(-c3cccnc3)nn12 | 1 | -0.6 | 0 | -6 | i | -4 | 1 | 0.6 | -20 | 3
COc1cccc2c(N/N=C/c3ccco3)cc(C)nc12 | 1 | -0.8 | 2 | -1 | i | 4 | -10 | -0.4 | -1 | 2
Fc1ccc(NC(=S)Nc2ccccc2OC(F)F)cc1Cl | 1 | -0.1 | 6 | -12 | i | -5 | -9 | 0.3 | -1 | 0
CC1(C)CC(=O)C(C2C3=C(CC(C)(C)CC3=O)OC3=C2C(=O)CC(C)(C)C3)=C(O)C1 | -5 | -0.3 | 0 | -3 | i | 9 | 3 | -0.9 | 5 | 1
CN(c1ccc(C(=O)NCc2ccccn2)cc1)S(=O)(=O)c1ccc(Cl)cc1 | -1 | -0.4 | -1 | 0 | i | 7 | -2 | 0.3 | -4 | 5
COCCOC(=O)C1=C(C)Nc2ncnn2C1c1ccco1 (centres undefined) | 1 | -0.6 | -1 | 2 | i | 5 | -2 | -1.4 | 1 | 5
COc1cc2c(cc1NC(=O)COC(=O)[C@@H](NS(=O)(=O)c1ccccc1)C(C)C)oc1ccccc12 | -3 | -0.1 | -13 | -18 | i | -5 | 2 | 4.2 | 1 | 10
COc1ccc(C)cc1S(=O)(=O)N(C)CC(=O)NC1CC1 | -3 | -1.5 | 4 | 2 | i | -2 | 5 | -1.5 | -1 | 7
Cc1cc(C)nc(SCc2nc3ncccn3c2Br)n1 | -1 | -1.5 | 4 | -4 | x | 3 | 2 | -1.8 | -7 | 5
Cc1ccc(NC(=O)CCC(=O)NNC(=O)c2cccs2)c(C)c1 | -3 | -0.7 | -1 | -6 | i | 1 | 7 | -0.9 | 1 | 6
CCCCOc1ccc(CN=C(N)N)cc1Cl | 3 | -0.1 | 1 | -4 | i | 2 | -8 | -0.4 | -2 | -15
COc1ccc(C(=O)O/N=C(/c2cccs2)C(C)(C)C)cc1 | 1 | -1.0 | 3 | -15 | i | 4 | -5 | 1.7 | 5 | 1
CCOc1ccc(-n2nc3c(=S)[nH]nc(C)c3c2C)cc1 | -1 | 0.4 | -4 | 6 | i | -6 | 10 | -7.7 | -18 | 4
